# Source: PubChem BioAssay
# zVAD death inh = L929 zVAD cell death inhibition; viability rescue, % at 10 µM; L929 zVAD necroptosis rescue, ATP luminescence, 24 h; with zVAD 60 µM; 220,000 compounds, 0.38% hits;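 active means activation, scaled between plate controls, above about 75%, limit read from the data; inactive means activation under that limit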;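 further: 0% = zVAD with DMSO and 100% = DMSO alone without zVAD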
# 14-3-3 Bad inh = disrupts binding of bovine 14-3-3 zeta to phospho-Bad peptide; TR-FRET 14-3-3zeta/Dy647-pBad peptide displacement, 1 h; 220,000 compounds, 0.71% hits; AID 781; inhibition, % at 21.7 µM; P63103;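 active means inhibition above about 70%, limit read from the data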;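 further: 0% = full 14-3-3 plus peptide FRET controls and 100% = background without 14-3-3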
# Rad51 HR inh = blocks human Rad51 in homologous recombination; AID 1385; hRad51 DNA strand exchange, fluorescence dequenching; inhibition, % at 10 µM; 200,000 compounds, 0.085% hits;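 active means inhibition above 40% at the single screening dose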;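 further: 0% = DMSO control wells and 100% = blanks with heterologous ssDNA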
#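 Assay system: Human Rad51 nucleoprotein filaments preassembled on unlabelled ssDNA | Reagent: Donor/quencher-labelled 47-bp dsDNA substrate | Doses: One concentration, 10 µM final | Times: 37 °C 15-min filament assembly, 30-min compound preincubation, 15-min exchange | Technique: Fluorescein emission 520 nm, excitation 485 nm | Benchmarks: Plate control and blank wells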
# Hck Nef HTS = inhibitors of human Hck kinase activated by Nef; P08631; Recombinant Hck-YEEI plus Nef, Z-Lyte FRET kinase assay; inhibition, % at 20 µM; 220,000 compounds, 0.68% hits;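 active means Hck-Nef kinase inhibition above about 50%, limit read from the data; inactive means inhibition below that limit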;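 further: 0% = DMSO with Hck plus Nef and 100% = Hck alone without Nef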
# eIF4E 4G PPI = inhibitors of eIF4E and eIF4G interaction in translation initiation. P63073+Q04637. TR-FRET eIF4E-eIF4GI(517-606) binding, 2 h. inhibition, % at 21.7 µM. 220,000 compounds, 0.37% hits. AID 782;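 active means inhibition above about 30%, limit read from the data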;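 further: 0% = full FRET control wells and 100% = background wells lacking eIF4GI fragment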
# Target sequence (P63073 whole entry, looked up, the tested form may be a part): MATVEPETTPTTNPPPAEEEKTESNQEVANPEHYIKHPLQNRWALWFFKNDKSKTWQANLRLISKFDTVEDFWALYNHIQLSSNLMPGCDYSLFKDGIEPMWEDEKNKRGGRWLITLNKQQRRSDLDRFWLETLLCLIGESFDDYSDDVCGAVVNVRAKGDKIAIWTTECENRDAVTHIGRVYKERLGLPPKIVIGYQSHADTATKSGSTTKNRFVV
# Target sequence (Q04637 whole entry, looked up, the tested form may be a part): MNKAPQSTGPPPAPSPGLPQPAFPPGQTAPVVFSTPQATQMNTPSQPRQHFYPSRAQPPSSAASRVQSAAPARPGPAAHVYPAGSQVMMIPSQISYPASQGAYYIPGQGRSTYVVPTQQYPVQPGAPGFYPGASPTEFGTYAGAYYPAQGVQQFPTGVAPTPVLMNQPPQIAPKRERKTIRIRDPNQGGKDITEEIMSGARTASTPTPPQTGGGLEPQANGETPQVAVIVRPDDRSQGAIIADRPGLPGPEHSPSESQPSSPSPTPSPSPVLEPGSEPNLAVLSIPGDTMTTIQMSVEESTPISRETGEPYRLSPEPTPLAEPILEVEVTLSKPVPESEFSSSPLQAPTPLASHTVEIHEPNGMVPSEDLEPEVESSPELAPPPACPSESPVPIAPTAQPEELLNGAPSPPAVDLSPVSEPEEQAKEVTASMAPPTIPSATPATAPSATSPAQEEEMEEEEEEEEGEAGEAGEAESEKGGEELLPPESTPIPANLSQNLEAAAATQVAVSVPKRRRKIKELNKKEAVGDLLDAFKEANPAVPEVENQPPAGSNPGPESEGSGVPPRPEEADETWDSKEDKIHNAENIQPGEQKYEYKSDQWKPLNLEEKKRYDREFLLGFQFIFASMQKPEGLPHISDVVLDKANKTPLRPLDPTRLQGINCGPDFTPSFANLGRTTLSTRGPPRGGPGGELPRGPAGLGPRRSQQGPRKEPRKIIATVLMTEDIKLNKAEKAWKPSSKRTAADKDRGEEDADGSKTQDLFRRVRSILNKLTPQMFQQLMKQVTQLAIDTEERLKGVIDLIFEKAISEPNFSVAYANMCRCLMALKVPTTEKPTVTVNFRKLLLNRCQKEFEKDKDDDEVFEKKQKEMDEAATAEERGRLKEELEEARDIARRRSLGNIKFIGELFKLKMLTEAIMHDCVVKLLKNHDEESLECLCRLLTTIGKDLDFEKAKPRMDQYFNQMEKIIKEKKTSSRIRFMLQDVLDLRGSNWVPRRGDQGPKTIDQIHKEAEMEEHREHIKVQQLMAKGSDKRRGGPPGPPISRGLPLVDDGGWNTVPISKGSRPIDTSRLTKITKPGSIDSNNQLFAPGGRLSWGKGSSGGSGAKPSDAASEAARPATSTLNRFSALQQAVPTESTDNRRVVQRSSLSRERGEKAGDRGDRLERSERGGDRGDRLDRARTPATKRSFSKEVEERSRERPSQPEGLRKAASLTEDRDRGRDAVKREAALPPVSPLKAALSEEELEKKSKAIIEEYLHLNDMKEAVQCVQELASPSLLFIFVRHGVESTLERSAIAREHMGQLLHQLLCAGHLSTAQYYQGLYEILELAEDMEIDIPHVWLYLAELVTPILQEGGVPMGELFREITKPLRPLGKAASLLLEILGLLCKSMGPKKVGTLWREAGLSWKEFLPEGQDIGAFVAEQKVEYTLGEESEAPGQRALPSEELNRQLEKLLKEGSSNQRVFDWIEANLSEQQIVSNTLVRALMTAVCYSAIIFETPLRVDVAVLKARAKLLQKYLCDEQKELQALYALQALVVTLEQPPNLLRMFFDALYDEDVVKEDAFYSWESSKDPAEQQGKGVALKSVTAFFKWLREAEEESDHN
# Calpain2 inh = blocks pig calpain II enzyme activity. purified calpain II, fluorogenic peptide substrate, 30 min. inhibition, % at 16 µM. 220,000 compounds, 0.37% hits. AID 1236;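 active means inhibition above about 50%, limit read from the data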
# PGE2 EP2 inh = EP2 receptor (human) inhibition; C6 glioma cells expressing human EP2, cAMP TR-FRET; cells stimulated with saturating PGE2; inhibition, % at 25 µM; 260,000 compounds, 0.52% hits;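 active means percent inhibition above 40 after rounding to a whole number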;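 further: rat C6 glioma host cells with rolipram phosphodiesterase inhibitor present; the protocol text gives 20 µM as final concentration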
# EP2 mod = modulates human prostaglandin E2 receptor EP2 signaling. AID 940. EP2-expressing cells, cAMP HTRF FRET, PGE2 co-stimulation. 260,000 compounds, 0.83% hits. induction, % at 25 µM;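 active means compounds whose cAMP rise, as percent of the full-agonist control response, exceeds 60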;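 further: rat C6 glioma line stably carrying human EP2 under a CMV promoter; the protocol text gives 20 µM as final concentration; 100% = response of wells given 1 µM PGE2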
# Tb hexokinase = T. brucei hexokinase 1 inhibition; 220,000 compounds, 0.11% hits; inhibition, % at 10 µM; recombinant TbHK1, G6PDH-coupled NADH A340; AID 1430;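 active means inhibition of 50% or more in the single-dose primary screen; inactive means inhibition below 50%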
# The depositor's hits bear a star; i = inactive; x = not tested or not shown; & = joins results of further samples; [ ] = remark or other dose. An excerpt, so the mix of outcomes need not match the whole.
SMILES,zVAD death inh,14-3-3 Bad inh,Rad51 HR inh,Hck Nef HTS,eIF4E 4G PPI,Calpain2 inh,PGE2 EP2 inh,EP2 mod,Tb hexokinase
CC(C)c1nc(SCC(=O)Nc2ccc(N3CCOCC3)cc2)c2ccccc2n1,-0.1,-11,4,6,6,-17,12,17,-7
CCCC(=O)Nc1ccc(C(=O)Nc2nnc(COCC)s2)cc1,0.9,11,9,-2,1[fluorescence artefact?],25,13,5,-11
O=C(NCc1ccco1)C(c1cccs1)N(C(=O)Cc1cccs1)c1ccccc1 (stereo not drawn),0.0,-15,1,0,-2,2,9,83*,-1
CCOCc1nnc(NC(=O)c2cc(OC)c(OC)c(OC)c2)s1,6.4,-4,-2,19,-2,-26,10,30,-9
Cc1cc(Cl)ccc1OCC(=O)NCc1ccncc1,-0.1,-2,3,1,-3,17,x,-10,0
O=C(c1ccc(F)cc1)N1CCN(c2ccc(N3CCOCC3)nn2)CC1,0.2,4,-16,11,0,-215,10,4,-14
CC(C)n1nc(C(=O)Nc2nnc(C3CC3)s2)c2ccccc2c1=O,1.5,-5,13,-1,3,-1,7,33,-11
Oc1oc(-c2ccccc2Br)nc1/C=N/c1ccccn1,2.4,-4,4,21,-5,-43,13,-64,-15
CCS(=O)(=O)NCC(c1cccnc1)N1CCN(c2ccccc2)CC1 (stereo not drawn),1.2,6,-4,7,-3,-16,13,0,-3
O=C(/C=C/c1ccccc1[N+](=O)[O-])Nc1ccccc1,2.4,19,14,21,3,42,4,-46,-4
N#CC(c1ccc(Cl)nn1)c1ccccc1Cl (stereo not drawn),1.5,9,-1,0,5,0,21,18,-3
Cc1ccc2oc(=O)c3cnn(CC(=O)N4CCCc5ccccc54)c3c2c1,-0.2,15[fluorescence artefact?],-3,17,5,-24,10,-6,2
CCCC(=O)NCCCc1nc2ccccc2n1CCC,0.2,8[fluorescence artefact?],0,1,4,-7,13,27,0
CCCCCCC(=O)Cc1cc(OC)c(OC)cc1C=C(C(=O)OCC)C(=O)OCC,1.9,11,-4,-18,2,-18,6,27,-1
CCN(CC)CCOC(=O)c1cccc2c1-c1ccccc1C2O (stereo not drawn),0.3,3,-14,7,1,-38,5,-29,-7
O=C(C(Cc1ccccc1)n1cccc1)N1CCN(c2ncccn2)CC1 (stereo not drawn),0.1,3,-2,0,-6[fluorescence artefact?],-23,13,0,-1
COc1ccc(CSc2nc(N3CCOCC3)c3c(c2C#N)CC(C)(C)OC3)cc1,-0.5,-9,10,0,0,21,7,37,-4
S=C(Nc1ccc(Cl)cc1Cl)N1CCCCC1,-0.8,-7,6,3,6[fluorescence artefact?],8,7,-2,33
S=c1[nH]nc(CSc2nc3ccccc3s2)o1,1.3,20,-7,1,-8,-17,12,-18,6
Nc1nn(-c2ccccc2)nc1C(=O)OCc1ccccc1F,1.3,0,3,22,5,i,12,-25,-14
O=C(NCCN1CCNCC1)c1ccccn1,3.2,73*,0,-1,2[fluorescence artefact?],16,1,6,-1
Cn1cnnc1SCC(=O)Nc1cccc(C(=O)O)c1,1.2,-10,-4,5,3,2,5,6,1
CCOc1cc(S(=O)(=O)n2ccnc2)ccc1Br,2.2,-4,2,-39,4,-18,6,9,5
CCOc1ccc(/C=N/NC(=O)c2ccc(CSc3nc4ccccc4[nH]3)cc2)cc1,1.2,-18[fluorescence artefact?],1,3,-2[fluorescence artefact?],11,6,-5,-6
Cc1cccc(C)c1NC(=S)NCCc1ccc(O)c(O)c1,2.6,-2,-3,12,-3,3,2,-62,-7
CCCCOc1ccc(Nc2nc(C)cc(C)c2C#N)cc1,0.0,1,6,11,0,-95,9,19,-2
COC(=O)c1ccc(C)c(NC(=O)CN(c2ccc3c(c2)OCO3)S(C)(=O)=O)c1,0.0,-2[fluorescence artefact?],2,1,2,15,10,19,9
OCCNc1nc(N2CCOCC2)nc(N2CCOCC2)n1,12,-9,6,18,-1,-15,0,26,-1
CC1CCCCN1S(=O)(=O)c1ccc(NC(=O)CSc2nnnn2C)cc1 (stereo not drawn),0.9,-3[fluorescence artefact?],-6,-4,-5,3,9,-7,1
Fc1ccc(-c2cc(C(F)(F)C(F)F)[nH]n2)cc1,1.1,1,-7,2,1,30,14,-53,-3

# The closing 2 records of the section before are carried over, then new ones follow:
SMILES,zVAD death inh,14-3-3 Bad inh,Rad51 HR inh,Hck Nef HTS,eIF4E 4G PPI,Calpain2 inh,PGE2 EP2 inh,EP2 mod,Tb hexokinase
CC1CCCCN1S(=O)(=O)c1ccc(NC(=O)CSc2nnnn2C)cc1 (stereo not drawn),0.9,-3[fluorescence artefact?],-6,-4,-5,3,9,-7,1
Fc1ccc(-c2cc(C(F)(F)C(F)F)[nH]n2)cc1,1.1,1,-7,2,1,30,14,-53,-3
c1ccc2c(c1)nnn2Cc1nnc2sc(-c3ccncc3)nn12,-0.3,13[fluorescence artefact?],-6,-2,21,-18,11,-1,5
Cc1cccc(OCCC(=O)N(C)CC(=O)Nc2cccc3ccccc23)c1,1.7,2,2,3,1,10,7,-11,-6
CN(C)CCCN(C(=O)c1ccc(Br)s1)c1nc2cc3c(cc2s1)OCO3,0.2,-15,17,-5,-2,-38,5,-23,-1
O=C(N1CCN(c2ccccc2)CC1)C1(c2cccs2)CCOCC1,0.2,-12[fluorescence artefact?],1,1,5[fluorescence artefact?],19,9,-5,1
Cn1nc(N)c2c(-c3ccccc3)c(C#N)c(N)nc21,5.5,-31[fluorescence artefact?],3,6,0,-5,10,18,-19
C#CCOCCOCCOCCNc1nc(N2CCN(C(=O)[C@H](Cc3ccc(O)cc3)n3cc([C@@H](N)CC(C)C)nn3)CC2)nc(N2CCN(C(=O)[C@H](Cc3ccc(O)cc3)n3cc([C@@H](N)CC(C)C)nn3)CC2)n1,-0.4,36,x,-2,1,-22,x,14,-1
COc1cccc(OC)c1OCCCCN1CCC(Cc2ccccc2)CC1,-0.7,19,6,5,2,11,2,-6,6
CCCCNC(=O)CN(c1cccc(Br)c1)S(C)(=O)=O,-1.0,-10,-2,6,2,11,5,7,3
c1coc(-c2ccnc3nc(-n4cccc4)nn23)c1,7.2,-2,-2,28,6,-40,6,1,-26
Cc1nc2ccccn2c1P(=O)(N1CCCCC1)N1CCCCC1,0.1,1,-6,1,1,-9,2,-13,3

# 2 neighbouring records out of the list so far, quoted:
SMILES,zVAD death inh,14-3-3 Bad inh,Rad51 HR inh,Hck Nef HTS,eIF4E 4G PPI,Calpain2 inh,PGE2 EP2 inh,EP2 mod,Tb hexokinase
Cc1cccc(OCCC(=O)N(C)CC(=O)Nc2cccc3ccccc23)c1,1.7,2,2,3,1,10,7,-11,-6
CN(C)CCCN(C(=O)c1ccc(Br)s1)c1nc2cc3c(cc2s1)OCO3,0.2,-15,17,-5,-2,-38,5,-23,-1

# (continued)
SMILES,zVAD death inh,14-3-3 Bad inh,Rad51 HR inh,Hck Nef HTS,eIF4E 4G PPI,Calpain2 inh,PGE2 EP2 inh,EP2 mod,Tb hexokinase
O=C(CSc1nc2cc([N+](=O)[O-])ccc2n1-c1ccc(F)cc1)NC1CCS(=O)(=O)C1 (stereo not drawn),-0.5,12,4,2,6,3,7,8,-17
Cc1cc(C(=O)COC(=O)c2ccc[nH]c2=O)c(C)n1C,0.5,-3,4,1,1[fluorescence artefact?],-15,8,1,-8
COc1cccc(NC(=O)COC(=O)c2c(F)cccc2Cl)c1,1.9,-19,11,17,3,-13,7,-63,-5
CC1CCCC(C)N1S(=O)(=O)c1ccc(S(=O)(=O)N2CCOCC2)cc1 (stereo not drawn),0.5,6,8,7,-8,-20,8&10,-24&-14,-13
COc1ccc(OC)c(C2C(C(=O)O)c3ccccc3C(=O)N2C)c1 (stereo not drawn),1.5,9,9,-2,-2,-7,19,26,2
COc1ccc(NC(=O)c2ccc(OCc3c(C)noc3C)c(OC)c2)cn1,7.9,-2,2,-39,2,-10,10,-65,1
Cc1nn(CCCC(=O)NCc2ccc(F)cc2)c(C)c1[N+](=O)[O-],0.6,-18[fluorescence artefact?],-1,1,-4[fluorescence artefact?],-2,8,9,25
COCCNC(=O)NC(=O)COC(=O)c1cccn1C,1.4,-1,2,26,-2,8,7,38,-3
CCC(C)C(NC(=O)OC(C)(C)C)C(=O)NC(C)C(N)=O (stereo not drawn),0.9,-2,5,18,-1,-18,7,32,0
CC1C/C(=C\c2cccnc2)C(=O)/C(=C/c2cccnc2)C1 (stereo not drawn),-0.5,-13[fluorescence artefact?],7,2,9,-9,21,-74,-14
O=C1C2C3C=CC(C4CC34)C2C(=O)N1/N=C/c1cccs1 (stereo not drawn),-0.5,5[fluorescence artefact?],x,-1,8,24,0,6,-9
CCOC(=O)C1=C(N)OC2=C(C(=O)CC(C)(C)C2)C1c1cccnc1 (stereo not drawn),-0.2,-6,2,-1,2,-4,7,16,-5
Cn1nnnc1SC(C(=O)Nc1ccc(F)cc1)c1ccccc1 (stereo not drawn),1.3,0,-7,12,-2,-3,3,10,-5
CCNc1ccc(S(N)(=O)=O)cc1[N+](=O)[O-],0.5,23,-7,0,-4,15,10,11,30
Cn1c(=O)c(-c2ccccc2N)nc2ccccc21,0.7,-15[fluorescence artefact?],-4,-1,8,-14,9,-8,-24
O=C(c1ccccc1)N1CCN(c2ccc(Cl)cc2)CC1,0.8,1,4,0,1,15,3,-32,-1
COc1ccc(OC)c(Nc2nc(NCc3ccco3)nc(N)c2[N+](=O)[O-])c1,1.3,7,6,36,0,13,7,3,-29
CC(=O)c1c(C)[nH]c(C(=O)OCC(=O)Nc2cc(C)on2)c1C,2.2,-2[fluorescence artefact?],4,-2,-2,17,11,10,0
CSc1sc(C(=O)N2CCCCC2)c(-c2cccs2)c1C#N,-0.8,-5,15,8,-2,13,5,-5,-10
COc1ccc(Br)cc1S(=O)(=O)N1CCCC1,-0.6,0[fluorescence artefact?],-2,-10,0,12,19,12,6
CC(C)CCNC(=O)c1cc2c(s1)-c1ccccc1S(=O)(=O)C2,0.7,2,9,1,-1,14,1,-39,-31
O=C(C1CCCO1)N1CCN(c2ccccn2)CC1 (stereo not drawn),1.3,-8,5,14,-2,-28,4,1,-4
CCOc1ccc(-c2ccc(SCC(=O)Nc3nnc(CC)s3)nn2)cc1,0.6,0,x,9,-1,2,5,9,-4
CCCCC(=O)NN(C)c1nc(-c2ccccc2)nnc1C(F)(F)F,0.3,-4,-6,-14,4,-24,18,25,27
COC(=O)C1=[N+]([O-])OC(C(=O)OC)C1c1c[nH]c2ccccc12 (stereo not drawn),0.9,-12[fluorescence artefact?],2,1,-2[fluorescence artefact?],-32,22,-9,-4
Cc1c(Cl)cccc1NC(=S)NCc1ccc(Cl)cc1,0.1,x,4,0,x,x,12,x,-6
O=C(CNS(=O)(=O)c1cccs1)N1CCN(c2ccccn2)CC1,0.2,-6,x,2,0,-13,20,-2,1
CC(=O)n1nc(-c2ccco2)nc1N,2.0,6,7,1,-7,-8,0,-19,3
COC(=O)c1ccc2nc(C)c(C)nc2c1,0.3,5,1,1,8,13,7,-12,1
CCn1c2ccccc2c2nnc(SCC(=O)N3CC(C)OC(C)C3)nc21 (stereo not drawn),0.0,9[fluorescence artefact?],-3,1,4[fluorescence artefact?],-4,13,-5,-24
O=C(O/N=C1/CCSc2ccccc21)c1ccccc1,-0.5,10,2,1,3,-10,13,-22,-2
Cc1ccc(CN2CCN(Cc3cccn3-c3ccc(Cl)cn3)CC2CCO)o1 (stereo not drawn),-1.0,1,x,10,2,5,5,11,-6
